M1 antag – antagonists of human M1 muscarinic receptor | inhibition, % at 3 µM | AID 588852 | 1.3% of 360,000 active | P11229 | CHO-K1 hM1, Fluo-8 calcium fluorescence, ACh EC80 antagonist;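 active means percent inhibition above its own plate's cutoff, namely the mean of that plate's compound wells plus 3 SD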;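 further: peak over basal fluorescence ratio during 140 s after agonist addition; 0% = ACh EC80 plus DMSO and 100% = DMSO alone without agonist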
TAAR1 antagonist – antagonists of human TAAR1. CHO RD-HGA16 TAAR1, Fluo-8 calcium fluorescence, antagonist. 1.5% of 360,000 active. inhibition, % at 3 µM. AID 624466;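 active means inhibition above a per-plate cutoff, the mean inhibition of test compounds on that plate plus 3 SD, cut at about 49% in these data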;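 further: 0% = DMSO plus EC80 beta-PEA response and 100% = DMSO alone without agonist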
Target sequence (Q96RJ0 whole entry, looked up): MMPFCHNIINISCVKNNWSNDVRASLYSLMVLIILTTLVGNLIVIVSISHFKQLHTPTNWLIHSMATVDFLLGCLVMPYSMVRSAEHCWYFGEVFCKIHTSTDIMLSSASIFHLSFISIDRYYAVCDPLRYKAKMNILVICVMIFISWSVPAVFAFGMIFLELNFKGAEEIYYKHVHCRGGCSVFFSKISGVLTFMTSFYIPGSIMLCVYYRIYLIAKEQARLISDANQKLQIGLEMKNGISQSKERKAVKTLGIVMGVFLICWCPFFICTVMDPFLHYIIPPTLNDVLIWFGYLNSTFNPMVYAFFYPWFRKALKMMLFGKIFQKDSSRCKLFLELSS
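Material: CHO RD-HGA16 cells bearing hTAAR1; compound dosing: one-point dosing, 3 µM nominal final; schedule: dye loading 75 min at 37 °C, then 30 min room temperature; measured by: calcium fluorescence with Fluo-8; control set: vehicle and agonist controls; replication: n of 1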
OXTR potentiator – potentiators of human oxytocin receptor | P30559 | CHO-OTR cells, Fluo-8 calcium fluorescence, potentiator mode; 0% = oxytocin EC15, 100% = EC100 | activation, % at 3 µM | 0.061% of 320,000 active | AID 2445;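 active means activation above that plate's cutoff, the mean activation of tested compounds plus 3 SD, cut at about 6.6% in these data, passing the limit was not always enough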;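 further: 100% uses oxytocin at 75 nM as the full agonist control; some results filed as inactive read as strong as hits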
Target sequence (P30559 whole entry, looked up): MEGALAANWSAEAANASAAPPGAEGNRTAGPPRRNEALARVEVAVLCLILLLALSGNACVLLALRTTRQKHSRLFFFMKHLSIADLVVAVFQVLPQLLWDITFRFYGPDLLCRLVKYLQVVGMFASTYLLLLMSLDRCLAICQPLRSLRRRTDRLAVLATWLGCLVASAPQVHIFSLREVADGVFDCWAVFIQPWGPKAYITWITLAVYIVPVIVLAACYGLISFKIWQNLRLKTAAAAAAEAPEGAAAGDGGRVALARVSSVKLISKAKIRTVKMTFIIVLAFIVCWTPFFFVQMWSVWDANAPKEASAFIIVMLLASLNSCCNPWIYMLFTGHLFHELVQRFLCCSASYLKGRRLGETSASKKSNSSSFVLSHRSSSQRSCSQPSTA
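test system = CHO-OTR cells, human receptor | compound = single-point 3.0 µM | schedule = 6 min compound pre-incubation at room temperature, 100 s kinetic read | signal = Fluo-8 no-wash calcium dye fluorescence, excitation 470-495 nm, emission 515-575 nm | repeats = single well per compound, singlicate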
V1aR counter – V1a receptor agonism, counter-screen for OXTR agonists; P37288; AID 2797; CHO-V1R cells, Fluo-8 calcium fluorescence, agonist mode; 0% DMSO, 100% 3 nM vasopressin; 0.25% of 320,000 active; activation, % at 3 µM;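 active means activation above the mean activation of all tested compounds plus 3 SD, per screening run, cut at about 20% in these data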;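 further: signal is peak over basal fluorescence ratio across a 100 second FLIPR read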
M1 ag – agonists of human M1 muscarinic receptor. activation, % at 3 µM. CHO-K1 hM1, Fluo-8 calcium fluorescence, agonist mode; 0% DMSO, 100% acetylcholine EC100. P11229. 0.33% of 360,000 active;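 active means activation above the run's mean compound activation plus 3 SD, cut at about 16% in these data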;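 further: peak over basal fluorescence ratio within a 140 s kinetic read after compound addition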
OXTR ag – human OXTR agonism; CHO-OTR cells, Fluo-8 calcium fluorescence; normalized: DMSO 0%, oxytocin 100%; 0.32% of 320,000 active; AID 2435; activation, % at 3 µM; P30559;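 active means activation above the mean of all tested compounds plus 3 SD, cutoff set per screening run, cut at about 20% in these data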;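 further: peak over basal fluorescence ratio from a 100 s FLIPR kinetic read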
CHRM1 PAM – human CHRM1 positive allosteric modulation | P11229 | CHO-K1 hM1, Fluo-8 calcium fluorescence, ACh EC20; 0% = ACh EC20, 100% = maximal ACh | activation, % at 3 µM | 0.088% of 360,000 active | AID 588819; in the data active means activation above about 19%, passing the limit was not always enough
TAAR1 ag – agonists of human TAAR1. Q96RJ0. CHO RD-HGA16 TAAR1, Fluo-8 calcium fluorescence; vehicle wells 0%, saturating PEA agonist 100%. activation, % at 3 µM. 0.99% of 360,000 active;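 active means activation above the mean activation of all test compounds in the run plus 3 SD, cut at about 38% in these data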
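test system = CHO RD-HGA16 cells carrying human TAAR1 plus Gα16 | schedule = 17-24 h seeding, 75 min 37 °C dye, 30 min RT | compound dosing = 3 µM single concentration | control set = DMSO and PEA EC100 | replicates = n 1 | signal = Fluo-8 fluorescence, 5 s baseline then 140 s kinetic read | measure = percent activation vs PEA EC100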
CHO parental Ca – counter-screen: ATP calcium response change in parental CHO cells; parental CHO-K1, ATP-induced calcium, Fluo-8 fluorescence; inhibition, % at 5.6 µM; 0.63% of 330,000 active; AID 463079;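 active means inhibition above that plate's mean sample inhibition plus 3 SD, cut at about 26% in these data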;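 further: 0% = ATP-challenged DMSO wells and 100% = DMSO wells without ATP; some compounds past the cut are filed as inactive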
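Assay system – parental CHO cells · Reagent – ATP stimulus · Detection – intracellular calcium via Fluo-8 no-wash fluorescent dye · Evaluation – percent inhibition of ATP-evoked calcium rise, normalized to controls · Controls – ATP wells versus no-ATP DMSO wells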
Numbers without * were called inactive; x = no result given. Outcome played no part in choosing rows, and some 3.7% of all compounds hit somewhere here.

A first look, 13 compounds:
SMILES	M1 antag	TAAR1 antagonist	OXTR potentiator	V1aR counter	M1 ag	OXTR ag	CHRM1 PAM	TAAR1 ag	CHO parental Ca
O=c1c2ccccc2c(-c2ccc(Br)cc2)nn1Cc1ccccc1	-6	-17	6	0.3	-2	-1.4	4	7	-13
CSc1nc(O)c(Cc2ccccc2)c(=O)[nH]1	-4	-1	-10	0.9	-3	0.8	8	9	3
CN(C)/C=N/c1ncc(C(=O)c2ccccc2)s1	-3	-2	0	0.2	-5	2.3	5	2	4
CCOC(=O)C1=C(C)OC(N)=C(C(=O)OCC)C1c1cccnc1 (stereo not drawn)	-7	2	5	-0.5	-8	-1.1	12	2	-7
O=C(Nc1ncccc1O)c1ccc(Cl)c(S(=O)(=O)N2CCCCC2)c1	16	-26	-3	-0.3	-2	-0.3	-6	1	1
COc1ccc(Cl)cc1NC(=O)CN(C)C(=O)CNC(=O)C12CC3CC(CC(C3)C1)C2	6	6	-1	4.1	-2	0.4	-3	17	-12
O=C(c1cccnc1)N1N=C(c2cccs2)CC1c1ccc(F)cc1 (stereo not drawn)	4	-9	-6	-1.0	-4	-1.5	-1	11	-32
CC1CCC2(CC1)NC(=O)N(CC(=O)NCc1ccco1)C2=O (stereo not drawn)	17	-16	x	x	-5	x	-6	1	x
COc1ccc(OCCC(=O)Nc2nccs2)cc1	-13	-4	-3	2.5	-4	2.4	11	5	-18
NS(=O)(=O)c1cc(C(=O)OC2CCOC2=O)ccc1Cl (stereo not drawn)	-7	-12	5	0.8	-2	1.0	5	0	18
Cn1c(SCc2ccccc2)nc(N)c(N=O)c1=O	-7	-35	-4	0.5	-4	-1.7	2	1	-5
CC(=O)Nc1cccc(-c2cn3ccccc3n2)c1	1	3	2	0.2	0	-0.9	7	6	-2
COc1ccc(C)cc1NC(=O)C(=O)N/N=C(\C)CC(=O)Nc1cccnc1	-10	-4	3	-1.0	-7	-2.9	3	-2	-33

The whole of this part, previewed entries included:
SMILES	M1 antag	TAAR1 antagonist	OXTR potentiator	V1aR counter	M1 ag	OXTR ag	CHRM1 PAM	TAAR1 ag	CHO parental Ca
O=c1c2ccccc2c(-c2ccc(Br)cc2)nn1Cc1ccccc1	-6	-17	6	0.3	-2	-1.4	4	7	-13
CSc1nc(O)c(Cc2ccccc2)c(=O)[nH]1	-4	-1	-10	0.9	-3	0.8	8	9	3
CN(C)/C=N/c1ncc(C(=O)c2ccccc2)s1	-3	-2	0	0.2	-5	2.3	5	2	4
CCOC(=O)C1=C(C)OC(N)=C(C(=O)OCC)C1c1cccnc1 (stereo not drawn)	-7	2	5	-0.5	-8	-1.1	12	2	-7
O=C(Nc1ncccc1O)c1ccc(Cl)c(S(=O)(=O)N2CCCCC2)c1	16	-26	-3	-0.3	-2	-0.3	-6	1	1
COc1ccc(Cl)cc1NC(=O)CN(C)C(=O)CNC(=O)C12CC3CC(CC(C3)C1)C2	6	6	-1	4.1	-2	0.4	-3	17	-12
O=C(c1cccnc1)N1N=C(c2cccs2)CC1c1ccc(F)cc1 (stereo not drawn)	4	-9	-6	-1.0	-4	-1.5	-1	11	-32
CC1CCC2(CC1)NC(=O)N(CC(=O)NCc1ccco1)C2=O (stereo not drawn)	17	-16	x	x	-5	x	-6	1	x
COc1ccc(OCCC(=O)Nc2nccs2)cc1	-13	-4	-3	2.5	-4	2.4	11	5	-18
NS(=O)(=O)c1cc(C(=O)OC2CCOC2=O)ccc1Cl (stereo not drawn)	-7	-12	5	0.8	-2	1.0	5	0	18
Cn1c(SCc2ccccc2)nc(N)c(N=O)c1=O	-7	-35	-4	0.5	-4	-1.7	2	1	-5
CC(=O)Nc1cccc(-c2cn3ccccc3n2)c1	1	3	2	0.2	0	-0.9	7	6	-2
COc1ccc(C)cc1NC(=O)C(=O)N/N=C(\C)CC(=O)Nc1cccnc1	-10	-4	3	-1.0	-7	-2.9	3	-2	-33
O=C(c1ccco1)n1nc(-c2ccc(Cl)cc2)nc1NCc1ccco1	9	5	-14	1.1	-2	0.5	-1	2	-7
CCn1cc(C(=O)Nc2ccc(NC(=O)c3ccco3)cc2)c(=O)c2ccc(C)nc21	-7	2	1	1.3	2	0.5	6	0	-7
CC(C)(C)C(=O)Nc1nnc(SCC(=O)NCc2ccco2)s1	-7	3	-5	0.1	4	-1.6	8	4	-3
COc1ccc(NC(=O)/C(=C\c2ccco2)NC(=O)c2ccco2)cc1	-4	-13	-11	0.1	-1	-0.3	2	1	2
CCCc1cc(C(=O)Nc2ccc(CC)cc2)no1	-3	-17	-7	-0.1	-4	-1.5	1	2	-6
NS(=O)(=O)c1ccc(NC(=O)COC(=O)C2CC2)cc1	-5	-6	1	1.2	0	3.3	1	1	-4
CN(C(=O)CS(=O)(=O)c1cccc(Cl)c1)c1ccccc1	-8	-3	-14	1.4	-8	-0.3	11	1	-7
CS(=O)(=O)Nc1ccc(C2=NN(S(=O)(=O)c3ccccc3)C(c3cccs3)C2)cc1 (stereo not drawn)	-7	-4	-12	1.9	-6	3.3	6	7	4
O=C(Nc1ccc2ncccc2c1)c1cccc(Br)c1	-20	11	-1	-0.8	-1	-1.6	18	4	-16
CCCc1ccc2oc(C(=O)NCCN3CCCC(C(N)=O)C3)c(C)c2c1 (stereo not drawn)	-6	-3	-3	0.8	-5	1.7	4	3	-14
COCCNC(=O)CSc1nc2cc(OC)c(OC)cc2c(=O)n1CCC1=CCCCC1	1	4	x	x	-4	x	6	3	x
Cc1ccc(CCCOC(=O)CN2CCCCC2)cc1	-4	-1	-6	-0.1	-5	-1.0	5	1	0

Additional results follow.
SMILES	M1 antag	TAAR1 antagonist	OXTR potentiator	V1aR counter	M1 ag	OXTR ag	CHRM1 PAM	TAAR1 ag	CHO parental Ca
Cc1nn(Cc2ccc(F)cc2)c(C)c1NC(=O)c1cc(-c2ccc3c(c2)OCO3)on1	-2	29	-8	1.4	0	2.6	1	7	-10
OC1(CNCc2ccccc2)C2CC3CC(C2)CC1C3 (stereo not drawn)	-14	-39	-6	3.0	-4	0.7	8	6	-27
CCC(C)N1CCN(S(=O)(=O)c2ccc3ccccc3c2)CC1 (stereo not drawn)	-3	-4	-10	-0.7	-8	-1.1	2	1	-14
CCCCCCCCN1C(=O)C(O)=C(C(C)=O)C1c1ccccn1 (stereo not drawn)	2	-1	1	-1.2	-2	0.0	-1	0	-8
COC(=O)c1c(-c2c(Cl)cccc2Cl)noc1NC(=O)NN1CCOCC1	-8	0	-8	-0.2	1	-0.8	5	5	-15
CC(C)C[C@H](NC(=O)c1[nH]cnc1C(=O)N[C@H](C)c1ccccc1)C(=O)OCc1ccccc1	-3	12	-20	1.1	-5	-0.8	1	-1	-9
O=C1C=C(C2CCCCC2)C(=O)c2ccccc21	-3	-14	x	x	0	x	2	7	x
O=C(CCN1C(=O)c2ccccc2C1=O)NC(=S)Nc1cccc(Cl)c1	-18	5	-8	1.0	-1	0.1	3	8	-14
COc1cc(C(C)=O)ccc1OCc1cc(C(=O)N(C)CCC2CCCCO2)no1 (stereo not drawn)	2	6	-8	2.2	-3	0.7	0	0	-13
C=CCn1c(-c2csc3ccccc23)n[nH]c1=S	1	7	-1	-1.6	-10	-1.7	2	7	-10
C[C@@H](C(=O)Nc1ccccc1N1CCOCC1)N1C(=O)C2CC=CCC2C1=O (stereo partly drawn)	-5	7	-10	-0.7	-3	0.1	7	3	-10
COc1ccc(CNC(=O)c2ccc(-n3ccnc3)c3ccoc23)cc1OC	-10	-3	x	x	0	x	4	2	x
COc1ccc(NC(=S)N(CCCN2CCOCC2)C(C)c2cc3ccccc3o2)cc1 (stereo not drawn)	3	-26	-15	0.2	-8	-0.4	0	2	-24
CC(=O)N1CCOCCOCCOCC1	-7	-20	-8	-1.6	-2	0.7	4	0	3
O=C(CSc1nc(=O)n(CCN2CCOCC2)c2c1CCC2)Nc1ccc(OC(F)(F)F)cc1	-14	-9	-1	-0.8	-6	0.2	7	-1	-22
CCOC(=O)C1=C(c2ccccc2)N=C2SCC(=O)N2C1c1ccc2c(c1)OCO2 (stereo not drawn)	-20	-2	-20	1.5	0	0.1	13	-2	-5
Cc1ccc(NC(=O)c2cc(S(=O)(=O)N3CCCCC3)cs2)cc1	22	14	-7	2.5	-7	-0.9	-13	-2	-5
CCN(CC)c1ncnc2c1cnn2C	-9	-14	1	0.4	0	0.8	7	5	-6
COc1cccc(NC(=O)Nc2cc(C(=O)O)ccc2C)c1	-7	-13	-3	1.2	-5	0.8	5	4	4
Cc1ccc(CNC(=O)c2cc3c(=O)n(C)c4ccccc4c3n2C)o1	-3	41	-3	0.2	-9	-2.0	0	2	-24
COc1ccc(C(=O)c2c3ccc([N+](=O)[O-])cc3[n+]([O-])n2CCCN)cc1	-5	2	-4	0.4	-12	-0.3	7	6	-4
O=C(CSc1nnnn1-c1ccccc1)N1CCCc2ccccc21	-15	12	-17	-0.2	-5	2.1	0	5	-12
c1cc(Nc2cccc3nccnc23)c2nccnc2c1	-2	-5	-5	-1.4	-16	-2.5	10	2	-2
CC(=O)c1cccc(NC(=O)C2(C)Cc3c(-c4ccccc4)ccnc3O2)c1 (stereo not drawn)	5	4	x	x	-2	x	0	2	x
c1ccc(COc2cccc(-c3cc4nc(NCCOc5ccccc5)ccn4n3)c2)cc1	-6	15	x	x	0	x	3	0	x

Carrying on.
SMILES	M1 antag	TAAR1 antagonist	OXTR potentiator	V1aR counter	M1 ag	OXTR ag	CHRM1 PAM	TAAR1 ag	CHO parental Ca
O=C1N=C(N2CCCC2)CN1c1ccccc1	-8	-19	-1	0.4	-4	-1.9	4	10	-7
COc1ccc(OC)c([C@@H]2OCCC=C[C@H]2C)c1	-10	6	-2	1.4	3	-1.4	9	29	-5
Cc1noc(C)c1-c1ccc(C(=O)NC2CCCCC2)c2occc12	-8	-9	x	x	-6	x	4	0	x
Cc1nc2sc(C(c3ccco3)N3CCN(c4cccc(Cl)c4)CC3)c(O)n2n1 (stereo not drawn)	8	-23	-9	2.3	-6	3.9	3	-1	-19
CC(/C=C/c1ccccc1)=N/NC(=O)Cn1nnc(N)n1	-13	-4	-3	-0.4	1	0.7	16	1	-1
O=C(CCCN1C(=O)c2cccc3cccc(c23)C1=O)N1CCN(c2ccccc2O)CC1	6	45	-6	4.0	-6	0.4	-6	16	-16
